# Bioassay records (PubChem)
# Yp Topo-I inh: Yersinia pestis topoisomerase I inhibitors, primary screen, biochemical, cleavage product accumulation, plate reader, single point; Y. pestis Topo-I cleavage product accumulation; activity, % at 10 µM; AID 504884, 2011; hit rate 0.064% among 360,000; in the data active = activity above about 50%, passing the limit was not always enough; inconclusive = no clear call, values can overlap the other calls; note: inactives centre near 2
# PfHsp40 yeast: rescue of yeast from PfHsp40 toxicity, primary screen, S. cerevisiae, ATP luminescence; hit rate 0.68% among 340,000; growth rescue, % at 12.5 µM; S. cerevisiae expressing PfHsp40, growth rescue; in the data active = growth rescue above about 28%, passing the limit was not always enough; inconclusive = no clear call, values can overlap the other calls;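 note: yeast W303a lacking pdr1 and pdr3 grown in galactose medium; growth measured after three days at 30 °C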
# Anthrax LF prot: Bacillus anthracis LF protease inhibitors, primary screen, biochemical, multiplex microsphere, MLPCN library; Lethal factor (Bacillus anthracis), P15917; multiplex microsphere protease cleavage assay; inhibition, % at 10 µM; hit rate 0.12% among 360,000; note: plate controls were buffer without enzyme for full effect and enzyme alone for no effect
# PrPC surface inh: inhibitors of human cell surface prion protein PrPC, primary screen, cell-based, TR-FRET; AID 720596, 2013; hit rate 0.43% among 370,000; TR-FRET read-out; Major prion protein (Homo sapiens), P04156; inhibition, % at 13.8 µM; in the data active = inhibition above about 24%; note: 0% = median of the test wells and 100% = reference compound wells
# CCHF vOTU inh: CCHFV vOTU protease inhibitors, primary screen, biochemical, Pep-AMC substrate, fluorescence. inhibition, % at 11.5 µM. hit rate 0.55% among 370,000. Crimean-Congo hemorrhagic fever virus L polyprotein viral ovarian tumor (vOTU) protease …. AID 651958, 2012; in the data active = inhibition above about 30%; note: 0% = vehicle wells with enzyme and 100% = no enzyme wells
# FadD28 FP inh: inhibitors of FadD28 bisubstrate probe binding, primary screen, biochemical, fluorescence polarization, single point; Mycobacterium tuberculosis FadD28 fatty-acid-AMP ligase; inhibition, % at 12.5 µM; hit rate 0.22% among 360,000; in the data active = inhibition above about 8.5%, passing the limit was not always enough; inconclusive = no clear call, values can overlap the other calls
# BoNT-A LC inh2: BoNT/A light chain protease inhibitors, primary screen, biochemical, flow cytometry, MLPCN library; inhibition, % at 10 µM; Botulinum neurotoxin type A light chain protease (Clostridium botulinum A str. ATCC 3502); multiplex microsphere protease substrate cleavage; AID 588499, 2011; hit rate 0.17% among 360,000; note: plate controls were buffer without enzyme for full effect and enzyme alone for no effect
# TcdB inh: TcdB glycohydrolase inhibitors, primary screen, biochemical, single point, plate reader; hit rate 0.24% among 350,000; AID 652162, 2013; TcdB glycohydrolase enzymatic assay; inhibition, % at 9.99 µM; in the data active = inhibition above about 10%
# BoNT-F LC inh: BoNT/F light chain protease inhibitors, primary screen, biochemical, flow cytometry, MLPCN library | Botulinum neurotoxin type F light chain protease (Clostridium botulinum) | inhibition, % at 10 µM | AID 588497, 2011 | hit rate 0.22% among 360,000 | Multiplex microsphere protease cleavage assay; in the data active = inhibition above about 35%, passing the limit was not always enough; inconclusive = no clear call, values can overlap the other calls; note: plate controls were buffer without enzyme for full effect and enzyme alone for no effect
# * marks the source's active call; other numbers are inactive results; ? = inconclusive; / = no result given. Cut-off read from the data, not from the text of the source, unless noted: active = inhibition above about 30%; inconclusive = no clear call, values can overlap the other calls; inactive = below that. The order is random; overall some 2.3% were active at least once.
SMILES,Yp Topo-I inh,PfHsp40 yeast,Anthrax LF prot,PrPC surface inh,CCHF vOTU inh,FadD28 FP inh,BoNT-A LC inh2,TcdB inh,BoNT-F LC inh
CCCOC(=O)CCCN1C(=O)/C(=C2\SC(=S)N(CCCC(=O)OCCC)C2=O)SC1=S,-10,1.0,6,-10,7,2.1,81*,-0.2,?
O=C(Cc1ccccc1)c1ccc(O)cc1O,-2,-0.2,-2,1,0,-1.2,2.1,2.0,17
COC(=O)c1nn(-c2cccc(Cl)c2)ccc1=O,-2,-0.9,-1,-1,12,-0.1,-1.6,1.2,-4
O=C(Nc1ccccc1N1CCOCC1)C1CCN(S(=O)(=O)c2ccccc2F)CC1,13,1.0,2,0,9,-3.5,-0.4,/,-2
CC(=O)C1=CCC(c2ccc(C)cc2)N(S(=O)(=O)c2ccc(Cl)cc2)C1 (stereo not drawn),/,/,3,-6,2,-2.7,-1.9,2.1,-16
Cc1c(Cl)cccc1NC(=S)NC1CCN(C(C)C)CC1,-2,0.3,2,3,-11,-5.0,0.0,0.4,6
CNC(=O)n1ccc(C(=O)N2CCCCC2)n1,-7,0.7,2,10,21,-2.9,-0.1,/,-3
COc1ccccc1NC(=O)CC1C(=O)Nc2ccccc2N1C(=O)c1ccccc1 (stereo not drawn),-7,0.4,-3,-8,1,-2.2,-0.5,0.6,-6
Cc1ccc(S(=O)(=O)Nc2cc(=O)[nH]c(SCC(=O)Nc3ccccc3Cl)n2)cc1,10,-0.9,1,4,4,-5.3,-0.7,1.9,-2
COC(=O)CSc1nnc(C)n1-c1cccc(OC)c1,-10,-1.0,-10,3,-13,-0.9,-0.5,/,-6
Cc1ccc(OCCNC(=O)CCc2ccccc2)cc1C,17,0.4,-14,-1,1,-1.4,0.3,-1.3,-5
Cc1noc(C)c1C(=O)OCC(=O)Nc1ncc(C(F)(F)F)cc1Cl,5,0.7,-2,4,4,-4.3,-0.7,-1.0,0
Cc1ccc(OCC(=O)N/N=C2\CC(=O)CC(C)(C)C2)c(Br)c1,1,-0.6,0,-3,-11,-1.2,-1.3,0.9,-19
Cc1ccc(S(=O)(=O)Nc2c(C)n(C)n(-c3ccccc3)c2=O)cc1C(=O)OCC(=O)N1CCCC(C)C1 (stereo not drawn),8,0.3,3,11,-6,-2.7,0.4,0.4,0
Cc1ccc(CN2C(=O)C(C)Nc3ncnc(N4CCOCC4)c32)cc1 (stereo not drawn),19,21,-5,7,-6,-1.0,0.2,-0.9,-6
COc1cc(NC(=O)C2CCN(S(=O)(=O)c3ccc4[nH]c(=O)oc4c3)CC2)cc(OC)c1,-11,-0.3,1,2,2,-1.5,0.3,-0.9,4
CCOC(=O)c1cn(CC)c2cc(N3CCSCC3)c(F)cc2c1=O,-11,0.9,0,7,-4,0.1,0.7,/,6
Cc1ccccc1C(=O)NNC(=O)C(C)N1C(=O)c2ccccc2C1=O (stereo not drawn),6,-0.7,-2,2,3,-3.6,0.1,0.9,1
O=C(Nc1cccc(Cl)c1)NC1(C(=O)NCc2cccs2)CCCCC1,4,0.2,-2,10,-20,-1.4,-0.5,0.6,-6
CCOc1cc(C(=S)N2CCN(C)CC2)ccc1OCC(=O)N1CCCC1,11,-2.0,1,0,-5,-0.2,-2.3,0.8,-16
O=C(CCCCCNc1nc(=S)[nH]c2ccccc12)NCCc1ccccc1,-1,0.3,0,-7,2,-3.0,-1.9,/,-26
N#Cc1cc(C(=O)c2cc(Br)ccc2O)cn(Cc2ccccc2)c1=O,11,1.9,-2,5,-10,-1.6,-2.2,-0.2,-9
Cc1nnc(NC(=O)c2ccccc2Br)s1,-12,-0.9,-5,-4,-7,-2.8,-0.6,/,-6
CCN1CCN(c2ccc(NC(=O)c3ccc4c(c3)[nH]c(=O)n4Cc3ccc(OC)cc3)cc2)CC1,-9,0.6,-7,-5,4,-4.9,-0.8,/,-64
CN(CC(=O)Nc1ccc(Cl)cc1)C(=O)CNC(=O)c1ccc2ccccc2c1,18,0.1,-5,4,10,-7.6,-0.1,-0.8,-3
CC(C)CC(=O)NC(=S)N1CCN(c2ccc([N+](=O)[O-])cc2Cl)CC1,8,3.9,-3,-11,0,-0.3,-0.4,0.3,-5
O=C(COc1ccc(F)cc1Br)NCC1(N2CCOCC2)CCCCC1,15,-0.1,-3,-4,5,-1.2,0.1,-0.9,-6
CN(C(=O)C1CCN(S(=O)(=O)c2cccc3nonc23)CC1)C1CCCCC1,10,0.9,/,-18,18,-0.5,/,1.0,/
O=C(COC(=O)c1ccccc1NS(=O)(=O)c1cccs1)NC1CCCCC1,12,7.8,0,-6,13,-0.6,4.9,/,45*
CCOC(=O)c1c(-c2ccccc2)csc1NC(=S)N(CC)CC,15,-2.1,0,-4,15,-1.2,-0.2,1.1,-4
Cc1ccc(C)c(-c2nnc(NC(=O)COc3ccccc3)o2)c1,13,19,/,-2,2,-1.5,/,0.3,/
CCCCCCc1nc(C(N)=O)c2[nH]c(=O)n(-c3ccc(OC)cc3OC)c2n1,16,0.2,2,-3,30*,-3.4,0.1,1.1,6
NC(=O)c1cn(C2CCCCC2)c2ccccc2c1=O,5,-0.5,14,3,0,-2.4,-2.1,-0.5,41*
CC(C)OCCCNC(=O)c1c(N)n(Cc2cccs2)c2nc3ccccc3nc12,-9,0.4,-4,-2,-36,-9.2,5.6,/,-14
Cc1nn(-c2ccccc2)c(N2CCCC2)c1/C=N/NC(=O)c1cccc(S(=O)(=O)Nc2ccc(Cl)cc2)c1,12,-0.2,-5,-1,-19,-1.1,-1.8,0.1,-4
O=C(O)c1cccc(-c2csc(C(O)c3cccc(Cl)c3)n2)c1 (stereo not drawn),10,/,-2,0,1,-7.2,0.3,-1.1,-3
O=C(CN1CCN(Cc2ccc(Cl)cc2)C1=O)NCCN1CCCC1,3,-1.5,-9,5,0,-2.7,-1.0,-0.8,-6
O=C(c1cnccn1)N(c1ccccc1)C1(C(=O)NC2CCCC2)CCCCC1,4,1.2,5,-6,3,-3.4,0.3,/,?
O=C(NCc1csc(-c2cccs2)n1)c1ccsc1,-5,-1.9,2,-5,-10,-2.4,2.3,0.7,?
COc1ccc(CCCNC(=O)C2CCC(=O)N(Cc3ccccc3F)C2)cc1 (stereo not drawn),7,0.1,-1,-1,4,-4.7,-0.8,-0.5,1
Cc1ccc(CN2CC(N3CCN(c4ccccn4)CC3)CS2(=O)=O)cc1 (stereo not drawn),/,/,1,-4,-2,-1.9,-0.8,0.4,-7
O=P(NC1CCCCC1)(c1ccccc1)c1ccccc1,2,-0.1,-5,8,-17,-0.1,-0.1,1.7,-1
CN(Cc1nc2c(s1)CCCC2)C(=O)CCc1nnc(-c2ccccc2)o1,17,-0.1,0,1,-6,0.2,-0.4,0.8,0
O=S(=O)(c1ccccc1)N(Cc1ccccn1)Cc1ccccn1,0,0.4,-4,2,-8,-2.1,-0.1,0.9,0
CCCCn1c(N)c(N(CCC(C)C)C(=O)COC(=O)c2sccc2C)c(=O)[nH]c1=O,9,0.5,-4,3,-3,-2.8,-0.2,0.4,-8
CCOc1ccc(/C(C)=N/NC(=O)Cn2nc([N+](=O)[O-])cc2C)cc1,-10,-0.8,3,-3,-8,-3.3,0.0,1.9,-11
O=C(CSc1ccc(-c2ccc(F)cc2)nn1)NCC1CCCO1 (stereo not drawn),4,1.7,-2,9,-9,-3.0,0.4,0.2,0
CC(C)Sc1nc(N)nc(-c2cccs2)c1C#N,-6,?,-1,30*,9,-0.9,-0.1,/,-8
CCc1ccc2nc(N3CCC(C(=O)N4CCC5(CC4)OCCO5)CC3)sc2c1,26,1.7,1,-1,-8,0.9,-0.1,0.2,-8
CCC(C)(C)NC(=O)C(c1ccc(OC)cc1)N(C(=O)CCC(=O)Nc1cc(C)on1)c1ccccc1F (stereo not drawn),18,-0.2,6,2,13,-4.8,0.1,0.5,31
C=Cn1cc[n+](CC(=O)c2ccc(-c3ccccc3)cc2)c1,-2,0.7,-9,7,-11,-3.1,-6.0,1.6,?
O=C(Nc1cc(Cl)cc2c1-c1ccc(Cl)cc1C2O)C(Cl)Cl (stereo not drawn),-2,2.9,-1,2,7,-1.7,1.2,-0.5,-1
COc1cc(-c2nc3n(n2)C(c2cccc(OC)c2OC)C2=C(CCCC2=O)N3)cc(OC)c1OC (stereo not drawn),-1,-0.6,6,1,-4,-5.7,-0.3,/,-5
CC(C)C1CC2=C(C(=O)OC(C)(C)O2)C(c2ccc(F)cc2)O1 (stereo not drawn),/,/,-6,7,14,0.4,-0.2,-2.8,2
O=S(=O)(c1ccc(F)cc1)N1CCCCC1c1cccnc1 (stereo not drawn),2,-1.1,-1,-1,-10,-4.2,-0.5,2.3,2
CCOc1ccc(C2CC(c3cccc(OC)c3)Nc3ncnn32)cc1 (stereo not drawn),20,1.1,1,2,-2,-0.8,-0.7,1.1,-12
COc1ccc(CCN2CC(C(=O)NCCN3CCOC3=O)CCC2=O)cc1 (stereo not drawn),-4,-1.5,-2,-1,-2,-1.9,-1.1,-6.6,0
COC(C[C@@H](O)C[C@H](O)[C@H](C)OCc1ccccc1)OC,4,-0.4,-2,-3,3,-1.5,-0.1,0.4,-6
COc1ccc(N2CCN(Cc3csc(C)c3-c3ccc(C)cc3)CC2)cc1,18,0.2,10,-1,-2,0.1,-3.0,0.9,-11
COc1ccc(Cl)cc1NC(=O)CN(C)CC(=O)Nc1cccc(S(=O)(=O)N2CCCC2)c1,15,-1.7,6,12,0,-2.2,1.7,-1.3,-5
# More entries:
SMILES,Yp Topo-I inh,PfHsp40 yeast,Anthrax LF prot,PrPC surface inh,CCHF vOTU inh,FadD28 FP inh,BoNT-A LC inh2,TcdB inh,BoNT-F LC inh
COc1ccc2c3c1O[C@H]1C(=O)CC[C@H]4[C@@H](C2)N(C)CC[C@]314,-7,-0.4,-6,2,-5,0.6,-0.8,0.7,10
CC(=O)Nc1ccccc1N(C)S(=O)(=O)c1ccc(C)cc1,-6,-0.9,-4,9,1,0.4,0.1,/,6
CCc1ccccc1NC(=O)CN1CCN(C(=O)CNC(=O)c2ccc(-c3ccccc3)cc2)CC1,28,4.4,-3,5,7,-2.1,-0.7,0.5,-3
CC(C)c1ccc(N2C(=O)CC(NNC(=O)c3cccnc3)C2=O)cc1 (stereo not drawn),5,-1.6,0,11,1,-4.8,-3.2,-6.4,?
Cc1ccc(NC(=O)/C(=C\c2ccco2)NC(=O)c2ccco2)cc1,2,-1.1,14,-7,-1,/,0.1,1.2,-1
CC(CCOS(N)(=O)=O)c1ccccc1 (stereo not drawn),1,-0.4,4,/,/,-0.6,-0.7,/,-10
CN(Cc1cnn(C)c1)Cc1nc(COc2ccccc2)no1,11,-1.2,-6,4,-2,-0.5,-0.7,0.7,-4
O=C(Oc1ccc(NC2=C(Cl)C(=O)c3ccccc3C2=O)cc1)c1ccc([N+](=O)[O-])cc1,-3,2.1,1,/,/,-3.5,0.1,/,-2
Cc1nc(/N=C(\N)N(C)C)[nH]c(=O)c1C,6,-1.2,0,-3,-5,-0.3,2.7,1.1,?

# Given with two lines to a compound: 2 of the compounds above
# Each structure is followed by: Yp Topo-I inh	PfHsp40 yeast	Anthrax LF prot	PrPC surface inh	CCHF vOTU inh	FadD28 FP inh	BoNT-A LC inh2	TcdB inh	BoNT-F LC inh
CC(CCOS(N)(=O)=O)c1ccccc1 (stereo not drawn)
→ 1	-0.4	4	/	/	-0.6	-0.7	/	-10
CN(Cc1cnn(C)c1)Cc1nc(COc2ccccc2)no1
→ 11	-1.2	-6	4	-2	-0.5	-0.7	0.7	-4
